Source: PubChem
RGS4 act = RGS4 potentiators or activators, primary screen, cell-based, HEK293 M3R inducible RGS4, calcium flux. 310,000 compounds, 0.92% hits. B-score at 10 µM. AID 463111, 2010. carbachol calcium flux Fluo4; active compounds read low;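 active = B-score of the integrated calcium signal more than 4 SD below the library mean, with starting fluorescence not abnormally high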;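 also: negative B-score means reduced calcium response which marks RGS4 activation or potentiation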
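Also added: carbachol at ECmax as muscarinic agonist stimulus; Assay system: HEK293 cells with stable M3R and inducible RGS4; Timing: overnight RGS4 induction, 30 min dye load 37 °C, 20 min compound RT; Measured by: Fluo4-AM (2 µM) calcium-flux fluorescence, kinetic read.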
PolyA inh = polyadenylation inhibitors in yeast reporter cells, primary screen, luminescence, S. cerevisiae | calls only at 12 µM | S. cerevisiae SKY197-pL101 polyadenylation reporter, beta-gal luminescence; efflux-impaired pdr1/pdr3 knockout yeast; score 100 = 6 SD above DMSO | 300,000 compounds, 0.02% hits;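 active = lowest replicate activity score at least 50, where 100 means six control SD above control mean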;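 also: yeast exposed to compound for 9 h at 30 °C; higher score means more reporter readthrough which indicates perturbed polyadenylation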
KCNK3 inh = human KCNK3 channel inhibitors, primary screen, CHO cells, FluxOR thallium flux, B-score; FluxOR fluorescence; active compounds read low; 340,000 compounds, 0.84% hits; B-score at 10 µM; Potassium channel subfamily K member 3 (Homo sapiens), O14649;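 active = B-score under library mean minus 4 SD, starting fluorescence ratio at most library mean plus 5 SD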;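 also: more negative B-score means stronger inhibition of thallium flux through KCNK3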
KCNQ1 act = potentiators or activators of KCNQ1 channel, primary screen, cell-based, thallium flux, high-throughput. Potassium voltage-gated channel subfamily KQT member 1 (Homo sapiens), P51787. CHO-K1 KCNQ1, thallium flux FluxOR fluorescence; active compounds read high. B-score at 10 µM. 310,000 compounds, 0.35% hits;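 active = fluorescence ratio B-score, a plate-corrected score, at least three library SD, with initial intensity B-score within 5 SD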
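Material: CHO-K1 cells stably expressing KCNQ1. Medium: assay buffer for compound exposure, DMSO matched across wells. Reagent: K+/Tl+ depolarizing stimulus. Compound dosing: single-concentration screen. Times: 37 °C overnight plating, 90-min dark dye load, 20-min compound pretreatment. Technique: FluxOR Tl+ flux fluorescence.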
DYRK1A inh = rat Dyrk1A kinase inhibitors, primary screen, biochemical, single point, plate reader; 310,000 compounds, 0.43% hits; ADP-Glo luminescence, NFATc1 peptide; inhibition, % at 12.5 µM; in the data active = inhibition above about 50%;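 also: plate controls were vehicle with enzyme for no effect and no enzyme for full effect; many of its hits are not listed in these tables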
GSK3A inh = blockers of GSK3A enzyme activity – biochemical, luminescence, cell-free homogeneous, HTS, primary screen; Glycogen synthase kinase-3 alpha (Homo sapiens), P49840; GSK-3 alpha kinase, ADP-Glo luminescence, 60 min; inhibition, % at 10 µM; 320,000 compounds, 0.1% hits;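 in the data active = inhibition above about 50%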;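 also: GST-tagged GSK-3 alpha with peptide substrate and 25 µM ATP; 0% = DMSO neutral wells and 100% = GW8510 positive control wells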
GSK3beta inhib = human GSK3beta kinase inhibitors, primary screen, biochemical, cell-free homogeneous, HTS | Glycogen synthase kinase-3 beta (Homo sapiens), P49841 | GST-GSK3beta kinase, ADP-Glo luminescence, 60 min; active compounds read low | activity score (negative = inhibition), % at 10 µM | 300,000 compounds, 0.038% hits;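 active = more than half of replicate wells score below -50%, meaning over 50% inhibition versus plate controls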;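 also: 0% = median DMSO wells and -100% = median GW8510 positive control wells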
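Assay system: GST-tagged human GSK3beta kinase, cell-free; Input: 1.6 ng GSK3beta; Medium: Tris/MgCl2 kinase buffer; Timing: 60 min enzyme reaction, room temperature; Signal: ADP-Glo luminescence quantifying ADP generated by kinase; Evaluation: score relative to plate controls; Benchmarks: DMSO neutral wells and GW8510 at 20 µM as positive.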
hERG protect = hERG rescue from dofetilide block, primary screen, cell-based, CHO-hERG, FluxOR thallium flux, dofetilide IC70 | dofetilide IC70 present | AID 1511, 2009 | activation (rescue from dofetilide block), less the hit threshold, % at 10 µM | 310,000 compounds, 0.51% hits | Voltage-gated inwardly rectifying potassium channel KCNH2 (Homo sapiens), Q12809;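 active = activation above the mean of controls blocked by dofetilide plus 5 SD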;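 also: thallium influx through hERG after potassium depolarization seen as dye fluorescence rise; in these data hits start at about 4.7%; inactives centre near -7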
Target sequence (Q12809 whole entry, looked up): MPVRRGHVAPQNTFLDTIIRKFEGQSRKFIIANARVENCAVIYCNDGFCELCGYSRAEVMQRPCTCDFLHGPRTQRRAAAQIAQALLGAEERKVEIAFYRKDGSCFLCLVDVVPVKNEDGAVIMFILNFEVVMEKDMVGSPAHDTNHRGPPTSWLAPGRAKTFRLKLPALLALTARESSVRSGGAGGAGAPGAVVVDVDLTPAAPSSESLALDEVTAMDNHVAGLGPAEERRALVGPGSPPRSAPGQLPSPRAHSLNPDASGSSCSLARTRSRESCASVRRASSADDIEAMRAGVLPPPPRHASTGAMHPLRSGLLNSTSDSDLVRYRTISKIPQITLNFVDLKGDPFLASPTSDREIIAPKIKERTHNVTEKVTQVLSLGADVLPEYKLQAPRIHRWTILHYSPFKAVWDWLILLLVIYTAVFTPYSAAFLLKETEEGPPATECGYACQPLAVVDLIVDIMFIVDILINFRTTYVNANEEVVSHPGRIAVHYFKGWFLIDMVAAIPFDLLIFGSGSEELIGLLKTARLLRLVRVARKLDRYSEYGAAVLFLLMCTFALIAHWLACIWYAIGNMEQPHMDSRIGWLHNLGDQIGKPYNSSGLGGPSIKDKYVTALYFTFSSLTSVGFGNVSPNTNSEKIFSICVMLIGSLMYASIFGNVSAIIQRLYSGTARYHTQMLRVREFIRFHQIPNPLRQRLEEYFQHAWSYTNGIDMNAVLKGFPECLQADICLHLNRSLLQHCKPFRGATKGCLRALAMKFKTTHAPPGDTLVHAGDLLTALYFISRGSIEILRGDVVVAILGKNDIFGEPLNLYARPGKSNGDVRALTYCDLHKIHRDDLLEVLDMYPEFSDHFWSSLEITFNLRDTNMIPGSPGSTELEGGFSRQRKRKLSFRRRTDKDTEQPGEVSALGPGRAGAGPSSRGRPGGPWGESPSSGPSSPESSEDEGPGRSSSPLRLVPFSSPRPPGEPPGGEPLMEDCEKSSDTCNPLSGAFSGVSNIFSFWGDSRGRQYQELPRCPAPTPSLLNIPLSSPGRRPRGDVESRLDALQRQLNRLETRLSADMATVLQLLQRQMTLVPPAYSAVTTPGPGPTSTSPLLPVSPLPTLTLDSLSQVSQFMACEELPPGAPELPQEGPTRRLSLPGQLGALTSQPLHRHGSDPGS
RGS4 block = RGS4 inhibitors, primary screen, cell-based, HEK293 M3R inducible RGS4, calcium flux. Regulator of G-protein signaling 4 (Homo sapiens), P49798. 310,000 compounds, 0.45% hits. AID 463165, 2010. B-score at 10 µM. Fluo-4 calcium flux; active compounds read high; triggered by carbachol at its EC20;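 active = B-score, a plate-corrected calcium signal, over three deviations above library mean, with baseline fluorescence within five deviations of library mean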;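 also: RGS4 expression induced by doxycycline in cells with stable M3 receptor; B-score is computed from the integrated fluorescence ratio over baseline after carbachol; higher B-score means a larger calcium signal and so more RGS4 inhibition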
KCNK9 block = KCNK9 potassium channel inhibitors, primary screen, HEK293 cells, thallium flux. AID 488922, 2010. 310,000 compounds, 1.2% hits. FluxOR thallium flux fluorescence; active compounds read low. B-score at 10 µM. Potassium channel subfamily K member 9 (Homo sapiens), Q9NPC2;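 active = ratio B-score over 3 SD below the library mean, with starting fluorescence within 5 SD of its mean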;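 also: negative B-score means less thallium flux so channel inhibition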
KCNQ1 inh = inhibitors of human KCNQ1 channel, primary screen, cell-based, thallium flux, high-throughput | B-score at 10 µM | AID 2642, 2010 | 310,000 compounds, 1.3% hits | Potassium voltage-gated channel subfamily KQT member 1 (Homo sapiens), P51787 | CHO-K1 KCNQ1, FluxOR thallium flux fluorescence; active compounds read high;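 active = compounds whose thallium flux B-score, printed positive for inhibition, exceeds three library SD while starting fluorescence stays within three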;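 also: channel opened by potassium depolarization with thallium stimulus after 20 min compound exposure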
The depositor's hits bear a star; i = inactive; nt = no result given. An excerpt. The share of hits here may be higher or lower than overall.

SMILES	RGS4 act	PolyA inh	KCNK3 inh	KCNQ1 act	DYRK1A inh	GSK3A inh	GSK3beta inhib	hERG protect	RGS4 block	KCNK9 block	KCNQ1 inh
Cc1cc(C(=O)NCCCN2CC(C)CC(C)C2)n(-c2ccccc2)n1 (configuration not stated)	i	i	i	i	1	-1	-3	-16	i	i	i
Cc1ccc2nc(SCC(=O)c3ccccc3)nc(=O)n2c1	i	i	i	i	3	-3	0	-10	i	i	i
Cc1ccc(-c2ccc(/C=C(\C#N)C(N)=S)n2C)cc1	i	i	i	i	nt	5	0	-14	i	i	6*
COC(=O)CSc1nnc(-c2ccc(NS(=O)(=O)c3ccccc3)cc2)o1	i	i	i	i	1	2	2	-17	i	i	i
S=C1CCC(c2ccc(Br)cc2)=NN1c1ccccc1	i	i	i	i	1	3	-3	-7	i	i	i
CC(=O)NC(Cc1ccccc1)C(=O)OCC(=O)c1ccc(F)cc1 (configuration not stated)	i	i	i	i	-2	-1	0	-3	i	i	i
O=S(=O)(NCC1OCCc2ccccc21)c1ccccc1 (configuration not stated)	i	i	i	i	2	-3	-1	-13	i	i	i
Cc1cccc(C)c1OCCNC(=O)OCc1ccccc1	i	i	i	i	0	-2	0	1	i	i	i
COC(=O)CCC(=O)Nc1nc(-c2ccccc2)cs1	i	i	i	i	41	1	2	-3	i	i	i
NC(=O)CN1CCOCCOCCN(CC(N)=O)CCOCC1	i	i	i	i	-5	-3	-6	-4	i	i	i
COc1ccc(N(CC(=O)NCCSc2ccccn2)S(C)(=O)=O)cc1	i	i	i	i	-3	0	1	-16	i	i	i
O=C(/C=C/c1ccc(Cl)cc1)Nc1ccc(N2CCCCC2)cc1	i	i	i	i	-6	-1	-19	-9	i	i	i
CCCCN1C(=S)NC[C@@H]1Cc1cccc2ccccc12	i	i	i	i	2	1	2	-9	i	i	i
Cc1cc(/C=C2/SC(=O)N(CC(=O)N3CCCC3)C2=O)c(C)n1C	i	i	i	i	1	-3	1	-5	i	i	i
C/C(=N/NS(=O)(=O)c1ccccc1)c1ccc(NC(=O)C(F)(F)F)cc1	i	i	i	i	-2	nt	-1	-6	i	i	i

Whole records from above. Values in the order: RGS4 act | PolyA inh | KCNK3 inh | KCNQ1 act | DYRK1A inh | GSK3A inh | GSK3beta inhib | hERG protect | RGS4 block | KCNK9 block | KCNQ1 inh
Profile of `CC(=O)NC(Cc1ccccc1)C(=O)OCC(=O)c1ccc(F)cc1` (configuration not stated) → i | i | i | i | -2 | -1 | 0 | -3 | i | i | i
Profile of `S=C1CCC(c2ccc(Br)cc2)=NN1c1ccccc1` → i | i | i | i | 1 | 3 | -3 | -7 | i | i | i
Profile of `Cc1ccc2nc(SCC(=O)c3ccccc3)nc(=O)n2c1` → i | i | i | i | 3 | -3 | 0 | -10 | i | i | i
Profile of `O=C(/C=C/c1ccc(Cl)cc1)Nc1ccc(N2CCCCC2)cc1` → i | i | i | i | -6 | -1 | -19 | -9 | i | i | i
Profile of `COC(=O)CCC(=O)Nc1nc(-c2ccccc2)cs1` → i | i | i | i | 41 | 1 | 2 | -3 | i | i | i

Further compounds follow:
SMILES	RGS4 act	PolyA inh	KCNK3 inh	KCNQ1 act	DYRK1A inh	GSK3A inh	GSK3beta inhib	hERG protect	RGS4 block	KCNK9 block	KCNQ1 inh
Nc1ccc(C(=O)Nc2ccccc2C(=O)O)cc1	i	i	i	i	19	2	7	-8	i	i	i
O=C(CCCCn1c(=O)c2ccccc2n(CC(=O)Nc2cccc(F)c2)c1=O)NCc1ccco1	i	i	i	i	-3	-4	0	-7	i	i	i
COc1cc(CN2CCN(c3ccccc3F)CC2)cc(OC)c1O	i	nt	i	i	10	-1	2	-11	i	i	i
Cc1ccc(CNC(=O)CN(C(=O)C2(C)CC(=O)N=C3C=CC=CN32)c2cccc(C)c2C)cc1 (configuration not stated)	i	i	i	i	5	-3	-1	-6	i	i	i
COc1ccccc1NC(=O)CCC(=O)OCC(=O)c1ccc(C)c([N+](=O)[O-])c1	i	i	i	i	7	0	1	-3	i	i	i
O=C(COc1cccc2c1CCN(Cc1ccccc1)C2=O)N1CCCCC1	i	i	i	i	nt	0	1	-13	i	i	i
CCOC(=O)C1=C(COC(=O)CCNS(=O)(=O)c2ccc(NC(C)=O)cc2)NC(=O)NC1C (configuration not stated)	i	i	i	i	18	-6	-10	-6	i	i	i
CC(C)CN(CC(C)C)c1nc(N)c(C#N)c(CC#N)c1C#N	i	i	-11*	i	14	2	2	-3	i	-7.5*	i
CCn1cc(C(=O)NCC(OC)OC)c(=O)c2cc(S(=O)(=O)N3CCCC3)ccc21	i	i	i	i	nt	-2	-1	-3	i	i	i
NC12CC3CC(C1)CC(O)(C3)C2	i	i	i	i	6	-1	3	0	i	i	i
CC(=O)Nc1ccccc1NC(=O)C(F)(F)F	i	i	i	i	4	-1	2	-9	i	i	i
CCn1cc(C(=O)O)c(=O)c2cc(F)c(N3CCN(C(=S)NC(=O)c4ccccc4C)CC3)cc21	i	i	i	i	-1	-5	-1	-6	i	i	i
COc1ccc(NC(=S)N/N=C/c2cccn2Cc2ccccc2F)cc1	i	i	i	i	-3	-2	2	-6	i	i	i
COc1ccc(CCNC(=O)CCNC(=O)c2ccc(Br)cc2)cc1OC	i	i	i	i	-3	0	3	-9	i	i	i
Cc1ccc(S(=O)(=O)N(Cc2cc3cccc(C)c3[nH]c2=O)c2ccccc2)cc1	i	i	i	i	0	-1	0	-6	i	i	i
CNC(=S)Nc1cccc(C(=O)OC)c1	i	i	i	i	4	-2	0	-6	i	i	i
CN(CC(O)CON=C1c2ccccc2-c2ccccc21)S(=O)(=O)c1ccc(Br)cc1 (configuration not stated)	i	i	i	i	1	nt	-1	-7	i	i	i
O=S(=O)(c1ccc(Br)s1)N1CCN(c2ncccn2)CC1	i	i	i	i	-5	-1	0	-8	i	i	i
COc1ccc(CNC(=O)CCn2cccc2)cc1	i	i	i	i	1	1	0	-9	i	i	i
CN(C)/N=C/c1cn(-c2ccccc2)nc1-c1cccnc1	i	i	i	i	7	0	1	-6	i	i	i
S=c1[nH]nc(-c2ccc(Br)cc2)n1Cc1ccccc1	i	i	i	i	-1	-4	3	-5	i	i	i
COCCNC(=O)c1ccc2c3n(nc2c1)-c1ccccc1CO3	i	i	i	i	nt	12	1	-6	i	i	i
O=C(COc1coc(CN2CCc3ccccc32)cc1=O)N1CCCCC1	i	i	i	i	-4	10	-1	-8	i	i	i
Cn1cc(C(=O)N/N=C/C2=C(N3CCOCC3)C(=C/c3ccc([N+](=O)[O-])cc3)/CC2)ccc1=O	i	i	i	i	-4	-1	-2	-6	i	i	i
Cc1cccc(NC(=S)N2CCN(S(=O)(=O)c3cccc(F)c3)CC2)c1	i	i	i	i	5	1	-1	-10	i	i	i
O=C(CSc1nnc(-c2cccnc2)n1Cc1ccco1)c1ccc(Cl)c(Cl)c1	i	i	i	i	2	-1	0	-11	i	i	i
CCSc1nc2c(c(=O)[nH]1)C(C(C)C)C(C#N)=C(N)O2 (configuration not stated)	i	i	i	i	9	-2	-1	-9	i	i	i
Cc1csc(NC(=O)c2cc3c(s2)CCCC3)n1	i	i	i	i	2	0	0	0	i	i	i
CC(NC(=O)C1CCN(C(=O)[C@@H]2Cc3ccccc3CN2C(=O)OC(C)(C)C)CC1)c1ccccc1 (some centres not stated)	i	i	i	i	-5	0	-2	-7	i	i	i
COc1ccc(/C=N/N(CCC(=O)NC(C)(C)C)C2=NS(=O)(=O)c3ccccc32)cc1	i	i	i	i	0	0	-3	-4	i	i	i
COc1ccc(-c2ccc(SCC(=O)c3cccs3)nn2)cc1	i	i	i	i	nt	-1	4	-14	i	i	i
C=CCn1c(N)cc(=O)nc1SCC(=O)Nc1ccc(C(=O)OC)cc1	i	i	i	i	-3	-2	3	-11	i	i	i
CCC(C)n1c(SCC(=O)/C(C#N)=C(\C)N)nc2ccccc2c1=O (configuration not stated)	i	i	i	i	37	0	-1	-1	i	i	i
COc1ccc(C(=O)/C(C#N)=N/Nc2cccc([N+](=O)[O-])c2)cc1	i	i	i	i	-60	nt	-2	-16	i	i	i
COc1ccc(-c2cc(C(F)F)n3ncc(C(=O)Nc4cccc(S(=O)(=O)N5CCOCC5)c4)c3n2)cc1	i	i	i	i	2	1	-2	-14	i	i	i
CC(C)(C)c1ccc(-c2noc(-c3ccc4c(c3)CCO4)n2)cc1	i	i	i	i	-12	-2	2	-9	i	i	i
COc1ccc(-n2c3c(cc(C(=O)NNc4ccccc4C)c2=O)C(=O)CC(C)(C)C3)cc1	i	i	i	i	0	0	-1	-7	i	i	i
O=C(Cc1ccc(F)cc1)N1CCC(CC2CC(c3cccc(Br)c3)=NO2)(C(=O)NCC2CCCCC2)CC1 (configuration not stated)	i	i	i	i	nt	0	-3	-3	i	i	i
Cc1ccc(NS(=O)(=O)c2ccc(C(=O)N3CCN(S(=O)(=O)c4ccccc4)CC3)cc2)cc1	i	i	i	i	6	-4	0	-11	i	i	i
O=C(NNC(=O)c1cccc(Br)c1)C(=O)N1CCCCC1	i	i	i	i	-5	-3	2	-5	i	i	i
COc1cc(CNC(=O)c2ccccc2NC(=O)C2=C(C)OCCS2)cc(OC)c1OC	i	i	i	i	3	1	-1	-10	i	i	i
